# Assay outcomes as filed in PubChem BioAssay.
# All columns: NCI-60 one-dose screen, growth in % after 48 h at 10 µM unless noted; 100 = growth as untreated, 0 = no growth, -100 = all killed.
# ACHN: ACHN renal cancer. 81,000 tested, 4.9% active. AID 1794771
# A498: A498 renal cancer cells. 76,000 tested, 5.4% active. AID 1794774
# OVCAR-3: OVCAR-3 ovarian cancer; AID 1794787; 79,000 tested, 7% active
# OVCAR-4: OVCAR-4 ovarian cancer cells | 80,000 tested, 3.7% active
# IGROV1: IGROV1 ovarian cancer; 79,000 tested, 4.7% active
# OVCAR-8: OVCAR-8 ovarian cancer | 81,000 tested, 4.4% active
# RXF 393: RXF 393 renal cancer cells | 77,000 tested, 6.9% active | AID 1794773
# SK-OV-3: SK-OV-3 ovarian cancer cells | 80,000 tested, 3.2% active
# OVCAR-5: OVCAR-5 ovarian cancer | 82,000 tested, 2.9% active | AID 1794783
# The depositor's hits bear a star; . = no result given; [ ] = another dose, or the depositor's remark. How the source made its calls: active means growth percent below 10; inactive means the rest.
SMILES,ACHN,A498,OVCAR-3,OVCAR-4,IGROV1,OVCAR-8,RXF 393,SK-OV-3,OVCAR-5
CCN(C(=O)Nc1ccccc1Cl)c1ccccc1,96,102,116,.,103,101,115,113,97
O=C(/C=C/C12c3ccccc3C(c3ccccc31)C1C(=O)NC(=O)C12)c1ccc(F)cc1 (centres undefined),4.1*,-6.9*,-10*,30,13,-64*,-35*,-1.7*,28
O=C(O[C@H]1CO[C@H]2[C@@H]1OC[C@@H]2Oc1ccc(Nc2ncnc3ccsc23)cc1Cl)c1ccccc1,82,57,91,93,96,100,109,106,98
COc1cc(-c2nn(C(=O)NS(=O)(=O)c3cccc(Br)c3)cc2-c2ccncc2)ccc1Cl,70,71,104,30,69,18,63,78,84
O=C(CSc1nc2ccccc2c(=O)n1-c1ccccc1)c1cc2cc(Cl)ccc2oc1=O,101,110,99,104,83,94,91,82,115
C=C1CCC2C3(C)COC(C)(C)OC3CCC2(C)C1C/C=C1\C=COC1=O (centres undefined),117,109,119,114,105,107,122,118,110
COC(=O)[C@H]1CCCN1C(=O)[C@@H]1CCCN1C(=O)[C@@H](Cc1c[nH]c2ccccc12)NC(=S)Nc1cc(C(F)(F)F)cc(C(F)(F)F)c1,77,81,83,66,77,83,72,95,90
CSC1=NC(c2cccc([N+](=O)[O-])c2)C(C(C)=O)=C(C)N1 (centres undefined),103,117,100,100,98,104,125,119,109
COc1ccc(OC)c(-c2nc3ccc(-c4nc5ccc(N6CCN(C)CC6)cc5[nH]4)cc3[nH]2)c1,100,.,111,113,95,102,70,.,120
COc1ccc(Cn2cc(Cn3cc(C=C4C(=O)NC(=S)NC4=O)c4ccccc43)nn2)cc1,96,67,64,82,72,80,92,94,88
O=Cc1ccc(-c2[nH]c(=S)[nH]c(=O)c2C(=O)Nc2ccc(O)cc2)cc1,110,129,121,110,104,102,120,101,105
O=C1CC(c2ccc(Cl)cc2Cl)n2nc(Nc3ccccc3)c(-c3nc4ccccc4s3)c2N1 (centres undefined),92,79,106,87,87,101,118,130,103
Cc1ccsc1[C@@H]1C[C@H](O)Cc2ccc3ccccc3c2N1,101,103,100,100,98,95,102,101,110
COc1cc(-c2csc(NC(=O)Nc3ccc(F)cc3)n2)cc(OC)c1OC,75,60,84,67,90,62,80,96,82
C#CC(C)ON1C(=O)c2ccccc2C1=O (centres undefined),107,82,115,111,115,119,105,111,108
C/C=C(/Cl)c1c(C)cc(C)cc1C,117,96,117,105,100,94,118,105,106
CCCCN1CCN(c2ccc3nc(-c4ccc5nc(-c6ccc(OCC)cc6)[nH]c5c4)[nH]c3c2)CC1,64,.,-18*,55,72,70,37,.,135
CC(CN(C)C)C(O)(Cc1ccccc1)c1ccccc1 (centres undefined),93,104,102,99,94,100,109,99,84
COc1ccc(/C=C/C(=O)c2ccc([N+](=O)[O-])cc2)cc1,108,107,113,.,105,105,110,103,111
O=C(O)c1ccc([N+](=O)[O-])nc1,101,98,105,110,110,100,103,98,109
CCOC(=O)c1nnn(-c2no[n+]([O-])c2-c2ccccc2)c1COc1ccc(Br)c2cccnc12,98,108,95,81,73,93,99,88,108
N#Cc1cc(-c2ccnc(Nc3ccc(N4CCN(C5COC5)CC4)cc3)n2)ccc1OC1CCOCC1,49,97,99,69,49,70,22,41,101
CCCCCCCCCCCCCCCCOc1ccccc1NC(=O)CC(C)=O,99,93,118,.,88,113,107,111,102
C=CCN1CC(=O)N(/N=C2\C(=O)Nc3ccccc32)C1=S,80,78,91,81,60,97,71,79,101
Nc1nnc(-c2c[nH]c3ccc(F)cc23)c(-c2c[nH]c3ncc(Br)cc23)n1,37,69,88,70,38,62,62,72,101
CC(C)C[C@H]1C=C[C@@H](CC(C)C)N(Cc2ccccc2)S(=O)(=O)N1Cc1ccccc1,60[3.75 µM],86[3.75 µM],85[3.75 µM],70[3.75 µM],83[3.75 µM],91[3.75 µM],86[3.75 µM],72[3.75 µM],104[3.75 µM]
CCCCSCN1CCN(c2ccc(Cl)cc2)CC1,90,87,120,124,106,101,107,114,86
Cc1ccc2sc3ncc(-c4ccc(Br)cc4)n3c2c1,101,100,115,96,105,105,110,89,113
Cc1cc2c(C(C)C)c(O)c(O)c(C(=O)C(=O)NC(C)(C)C)c2c(O)c1-c1c(C)cc2c(C(C)C)c(O)c(O)c(C(=O)C(=O)NC(C)(C)C)c2c1O,104,72,82,88,92,82,90,105,111
c1cnc2nc3[nH]c4ccccc4c3nc2c1,102,105,114,110,108,103,118,105,107

# Sorted by number of heavy atoms (smallest number first): 18 of the compounds above
SMILES,ACHN,A498,OVCAR-3,OVCAR-4,IGROV1,OVCAR-8,RXF 393,SK-OV-3,OVCAR-5
O=C(O)c1ccc([N+](=O)[O-])nc1,101,98,105,110,110,100,103,98,109
C/C=C(/Cl)c1c(C)cc(C)cc1C,117,96,117,105,100,94,118,105,106
C#CC(C)ON1C(=O)c2ccccc2C1=O (centres undefined),107,82,115,111,115,119,105,111,108
c1cnc2nc3[nH]c4ccccc4c3nc2c1,102,105,114,110,108,103,118,105,107
CCCCSCN1CCN(c2ccc(Cl)cc2)CC1,90,87,120,124,106,101,107,114,86
Cc1ccc2sc3ncc(-c4ccc(Br)cc4)n3c2c1,101,100,115,96,105,105,110,89,113
COc1ccc(/C=C/C(=O)c2ccc([N+](=O)[O-])cc2)cc1,108,107,113,.,105,105,110,103,111
Cc1ccsc1[C@@H]1C[C@H](O)Cc2ccc3ccccc3c2N1,101,103,100,100,98,95,102,101,110
O=Cc1ccc(-c2[nH]c(=S)[nH]c(=O)c2C(=O)Nc2ccc(O)cc2)cc1,110,129,121,110,104,102,120,101,105
Nc1nnc(-c2c[nH]c3ccc(F)cc23)c(-c2c[nH]c3ncc(Br)cc23)n1,37,69,88,70,38,62,62,72,101
COc1cc(-c2csc(NC(=O)Nc3ccc(F)cc3)n2)cc(OC)c1OC,75,60,84,67,90,62,80,96,82
CCCCCCCCCCCCCCCCOc1ccccc1NC(=O)CC(C)=O,99,93,118,.,88,113,107,111,102
CC(C)C[C@H]1C=C[C@@H](CC(C)C)N(Cc2ccccc2)S(=O)(=O)N1Cc1ccccc1,60[3.75 µM],86[3.75 µM],85[3.75 µM],70[3.75 µM],83[3.75 µM],91[3.75 µM],86[3.75 µM],72[3.75 µM],104[3.75 µM]
COc1ccc(Cn2cc(Cn3cc(C=C4C(=O)NC(=S)NC4=O)c4ccccc43)nn2)cc1,96,67,64,82,72,80,92,94,88
CCOC(=O)c1nnn(-c2no[n+]([O-])c2-c2ccccc2)c1COc1ccc(Br)c2cccnc12,98,108,95,81,73,93,99,88,108
CCCCN1CCN(c2ccc3nc(-c4ccc5nc(-c6ccc(OCC)cc6)[nH]c5c4)[nH]c3c2)CC1,64,.,-18*,55,72,70,37,.,135
N#Cc1cc(-c2ccnc(Nc3ccc(N4CCN(C5COC5)CC4)cc3)n2)ccc1OC1CCOCC1,49,97,99,69,49,70,22,41,101
Cc1cc2c(C(C)C)c(O)c(O)c(C(=O)C(=O)NC(C)(C)C)c2c(O)c1-c1c(C)cc2c(C(C)C)c(O)c(O)c(C(=O)C(=O)NC(C)(C)C)c2c1O,104,72,82,88,92,82,90,105,111

# Additional entries.
SMILES,ACHN,A498,OVCAR-3,OVCAR-4,IGROV1,OVCAR-8,RXF 393,SK-OV-3,OVCAR-5
COc1ccc(C(=O)c2ccc([N+](=O)[O-])cc2)c(OC)c1OC,101,108,108,115,122,102,118,105,114
CCCCC1(/C=N/NC(N)=O)NC(=O)NC1=O (centres undefined),104,.,109,110,104,103,.,90,97
CC(CO)CC(=O)c1c2c(c3oc(=O)cc(-c4ccccc4)c3c1O)C=CC(C)(C)O2 (centres undefined),90,71,109,100,100,95,87,104,90
NS(=O)(=O)c1ccc(CCn2c(SCC(=O)N/N=C/c3cccc(O)c3)nc3ccccc3c2=O)cc1,100,.,120,106,112,98,103,114,105
O=S1(=O)OCCOS(=O)(=O)C1Cc1ccccc1,114,87,115,101,113,102,101,94,110
Nc1ncc(-c2ccc(NS(=O)(=O)c3ccc(F)c(Br)c3)cc2)[nH]1,90,81,.,88,91,87,91,101,90
Cc1cc(Nc2ncn[nH]2)n2ncnc2n1,115,.,128,.,101,108,117,.,114
Cc1ccc(-c2cc(-c3ccc(C)cc3)nc(NCCNc3ccnc4cc(Cl)ccc34)n2)cc1,-88*,68,-80*,-31*,-66*,-53*,-70*,.,-35*
COC(=O)[C@@H](NC(=O)c1cccc(-c2cc(=O)c3c(OC)c(OC)c(OC)cc3o2)c1)C(C)C,95,88,.,92,99,95,87,116,101
Nc1nc(NC2CCCC2)cc(=O)[nH]1,104,75,131,110,112,99,105,109,106
O=C(O)C#Cc1ccccc1[N+](=O)[O-],102,103,75,95,93,103,104,99,114
Cc1ccc(-n2nnc(C(=O)NCC(=O)Nc3ccccc3)c2C)cc1,103,101,109,95,104,103,115,105,100
Cc1nc2ccc(Br)cn2c1-c1nnc(SCc2ccc(F)cc2)o1,31,73,92,70,67,52,54,.,107
CCOC(=O)CC[C@H](NC(=O)c1ccc(N)c2ccccc12)C(=O)OCC,107,96,107,103,99,98,109,115,110
CC(CC(C#N)N(C)c1ccccc1)CC(C)(C)C (centres undefined),101,114,112,96,118,96,104,103,101
CC(C)(C)c1ccc(S(=O)(=O)/N=C(\N)Nc2nc3ccccc3s2)cc1,93,145,102,97,85,95,102,93,94
COc1cc2cc3c(nc2cc1OC)CCN3Cc1ccc(NC(=O)c2ccccc2I)cc1,97,80,103,90,91,97,103,98,111
Cc1cc(C#Cc2ccccc2)ccc1-n1c(/C=C/c2ccc(O)cc2)nc2ccccc2c1=O,37,75,81,53,111,76,84,90,96
CC1CN(C(=O)c2ccccc2)CC/C1=N\O (centres undefined),107,119,112,104,102,101,109,104,98
Clc1ccc2c(NC3CCC(N4CCOCC4)CC3)ccnc2c1 (centres undefined),74,75,93,57,131,69,90,81,105
NC(CC(N)C(=O)O)C(=O)O (centres undefined),96,108,107,99,108,100,90,111,97
O=S(=O)(c1ccccc1)N1CCN(S(=O)(=O)c2ccccc2)CC1,100,95,109,116,.,110,95,106,94
COc1cc2c(c(OC)c1OC)C1(CCCO1)c1cccc(OC)c1-2 (centres undefined),103,92,.,109,103,104,116,112,106
Cc1ccc(S(=O)(=O)c2c(COC(=O)c3cccc(C)c3)c(-c3ccccc3)nn2C)cc1,91,123,-78*,-59*,81,89,93,104,115
CC(C)(C)c1ccc(O)c(N)c1,108,82,103,104,105,108,101,106,99
CCN(CC)CCSc1nc2ccccc2n1C,87,105,109,93,95,107,93,101,93
O=C(O)c1c(=O)cccc2ssc12,3.9*,-77*,-34*,-37*,76,24,-67*,39,-53*
CSc1ncc(Br)c(Nc2ccc(Cl)c(Cl)c2)n1,89,72,91,88,63,106,102,102,119
CC(C)CNCC(=O)Nc1ccc(Cc2ccc(NC(=O)CNCC(C)C)cc2)cc1,.,47,75,72,47,62,47,84,73
